High-throughput results: PubChem BioAssay, NCI
All columns: NCI-60 one-dose screen, growth in % after 48 h at 10 µM unless noted; 100 = growth as untreated, 0 = no growth, -100 = all killed.
HCT-116: HCT-116 colon cancer; 82,000 tested, 7.3% active
KM12: KM12 colon cancer cells; 82,000 tested, 5% active; AID 1794800
SNB-75: SNB-75 CNS cancer. 79,000 tested, 5% active
HT29: HT29 colon cancer | 81,000 tested, 7.4% active | AID 1794748
SW-620: SW-620 colon cancer. 82,000 tested, 5.2% active. AID 1794795
HCT-15: HCT-15 colon cancer; 82,000 tested, 5.2% active; AID 1794746
HCC-2998: HCC-2998 colon cancer | 79,000 tested, 4.7% active
SNB-19: SNB-19 CNS cancer cells. 81,000 tested, 2.5% active. AID 1794751
COLO 205: COLO 205 colon cancer. AID 1794742. 79,000 tested, 7.3% active
* hit, by the source's call; · = not tested or not shown. The calls were made as follows: active = growth percent below 10; inactive = the rest.

Each structure is followed by: HCT-116 | KM12 | SNB-75 | HT29 | SW-620 | HCT-15 | HCC-2998 | SNB-19 | COLO 205
(1) c1ccc(C2=Nn3c(nnc3-c3ccccc3)SC2)cc1
  102 | 102 | 86 | 109 | 102 | 94 | 96 | 89 | 104
(2) CCNC(=O)[C@H](O)[C@@H](N)Cc1ccccc1
  96 | 100 | 99 | 107 | 102 | 94 | 103 | 96 | 118
(3) C#CCn1c(-c2cccc(OCCCCl)c2)nc2c1c(=O)n(C)c(=O)n2C
  52 | 56 | 89 | 102 | 95 | 87 | 104 | 97 | 97
(4) OC(COc1ccccc1)CN1CCOCC1 (centres undefined)
  98 | 102 | · | 118 | 112 | 112 | 105 | 106 | 125
(5) Cc1ccc(S(=O)(=O)C/C(=N/Nc2ccc(S(N)(=O)=O)cc2)c2cc3cc(Br)ccc3oc2=O)cc1
  93 | 87 | 77 | 100 | 99 | · | 101 | 96 | ·
(6) CC(=O)OCC(=O)[C@@]1(O)CC[C@H]2[C@@H]3CC[C@@H]4[C@@H](Br)C(=O)CC[C@]4(C)[C@H]3C(=O)C[C@@]21C
  91 | 100 | 81 | 102 | 105 | 97 | 102 | 103 | 110
(7) CCCCOC1=C(OCCCC)C(=O)c2ccccc2C1=O
  93 | 107 | 104 | 93 | 99 | 99 | 103 | 98 | 113
(8) CONC(=O)c1ccccc1Nc1cc(Nc2cc(C)nn2C(C)C)ncc1Cl
  79 | 87 | 44 | 77 | 88 | 91 | · | 92 | 56
(9) CC(C)c1ccc(NCc2cn(-c3ccc(C(F)(F)F)cc3)nc2-c2ccc(C(=O)O)cc2)cc1
  90 | 104 | 85 | 95 | 101 | 97 | 105 | 101 | 105
(10) O=c1c2cc(F)cc(F)c2sc2c(NCc3ccccc3)nc3ccccc3c12
  84 | 101 | 86 | 93 | 94 | 90 | 116 | 105 | 110
(11) Clc1c(Cl)c2ccccc2c2ccccc12
  105 | 108 | 102 | 94 | 96 | 100 | 108 | 100 | 106
(12) CN1CCN(c2ccc3nc(-c4ccc5nc(-c6ccc(O)cc6)[nH]c5c4)[nH]c3c2)CC1
  48 | 106 | 55 | 82 | 87 | 94 | · | 106 | 72
(13) Cc1ccc(C(=O)Nc2ccc(CN3CCN(C)CC3)c(C(F)(F)F)c2)cc1C#Cc1cncc2ncccc12
  -85* | -82* | -84* | -89* | -67* | -93* | 35 | -99* | ·
(14) CC(=O)[C@@H]1CC[C@]2(C(=O)O)CC[C@]3(C)[C@H](CC[C@@H]4[C@@]5(C)Cc6c([nH]c7ccccc67)C(C)(C)[C@@H]5CC[C@]43C)[C@@H]12
  44 | 42 | 95 | 69 | 54 | 44 | 81 | 70 | 80
(15) COc1cc(/C=C2\C(=O)ON=C2C)cc(OC)c1OC
  104 | 100 | 80 | 103 | 98 | 102 | 94 | 96 | 105
(16) COc1cccc(-c2c(C#N)c(-c3ccc(Cl)cc3)nc3c2c(-c2ccccc2)nn3-c2ccccc2)c1
  92 | 95 | 73 | 91 | 91 | 103 | 99 | 99 | 98
(17) CC(=O)OCCC(C)CCC=C(C)C (centres undefined)
  100 | 102 | 96 | 105 | 95 | 92 | 102 | 103 | 114
(18) COc1ccc(-c2csc3c2-n2cccc2C3=O)cc1O
  -9.1* | -2.7* | 46 | 24 | 20 | 17 | · | 41 | 72
(19) COc1cccc(-c2nc(SCC(=O)Nc3ccc(C(=O)/C=C/c4ccc(OC)c(OC)c4)cc3)[nH]c(=O)c2C#N)c1
  78 | 81 | 72 | 102 | 112 | 84 | · | 76 | 103
(20) O=C1c2cc(Cl)ccc2-c2c(O)cc(Cl)cc21
  22 | 61 | 81 | 95 | 83 | 82 | 105 | 60 | 92
(21) O=C(Nc1ccccc1C1=NCC(CO)O1)c1ccc(F)cc1 (centres undefined)
  97 | 96 | 93 | 88 | 107 | 94 | 102 | 103 | 101
(22) Clc1ccc(Oc2ccc(Nc3ncnc4onc(-c5ccccc5)c34)cc2)c(Cl)c1
  85 | 103 | 84 | 84 | 100 | 89 | 103 | 106 | 105
(23) O=C(CSc1nc2ccccc2s1)Nc1ccc(-c2nc3ccccc3s2)cc1
  87 | 88 | 71 | 88 | 106 | 94 | 99 | 83 | 112
(24) CCCCCCCCCCCCCCCCN(C(C)c1ccccc1)S(=O)(=O)c1ccc(OC)c(N)c1 (centres undefined)
  101 | 100 | 92 | 100 | 100 | 115 | 98 | 120 | 123
(25) CN(N)c1cnn(-c2ccccc2)c(=O)c1Cl
  89 | 94 | 84 | 112 | 93 | 104 | 90 | 98 | 102
(26) CC(C)CN1C(=O)c2c(F)c(F)c(F)c(F)c2C1=O
  91 | 106 | 96 | 103 | 104 | 99 | 111 | 100 | 112
(27) C/C=C/c1cc(OC)c(O)c(OC)c1
  106 | 104 | 87 | 95 | 108 | 100 | 102 | 104 | 111
(28) Cc1nn(-c2ccc(Br)cc2)c2nc3c(nc12)c(=O)[nH]c1ccccc13
  95 | 98 | 85 | 102 | 96 | 110 | 91 | 99 | 101
(29) CNC(=O)NCC1OC(n2cnc3c(NC(=O)Nc4ccccc4)ncnc32)C(O[Si](C)(C)C(C)(C)C)C1CC(=O)N(C)OC (centres undefined)
  17 | 17 | -7.3* | -26* | 24 | 12 | -13* | 37 | -100*
(30) CC(C)(C)c1cc(O)c(C(C)(C)C)cc1O
  87 | 101 | 93 | 98 | 97 | 98 | · | 49 | 108
(31) O=S(=O)(NCCCNc1nccc(-c2cn(-c3ccccc3)nc2-c2ccc(Cl)c(O)c2)n1)c1ccc(Cl)cc1
  52 | 66 | 73 | 80 | 118 | 50 | 122 | 87 | 99
(32) CCCCNC(=S)NS(=O)(=O)c1ccc(CCN2C(=O)/C(=C/c3ccc(OC)c(OC)c3)N=C2C)cc1
  99 | 100 | 94 | 115 | 107 | 101 | 118 | 100 | 137
(33) O=c1cc(-c2sc(C3CCOCC3)nc2-c2ccccc2)c2cc(Cl)ccc2o1
  76 | 65 | 80 | 70 | 38 | 74 | 101 | 76 | 70
(34) COC(=O)C(=O)/C=C(\O)c1cc2cc(Cl)ccc2o1
  102 | 104 | 98 | 145 | 101 | 113 | 112 | 98 | 112
(35) S=c1nc[nH]c2nc[nH]c12
  19 | 35 | 56 | 42 | 35 | 39 | 23 | 96 | 35
(36) Cc1ccc2c(c1)C(=O)C(c1c(-c3[nH]c(=O)c4ccc(C)cc4c3O)c(O)c3ccccc3c1O)=NC2=O
  13 | 18 | 14 | 22 | 7.1* | 14 | 62 | 26 | 70
(37) O=C1c2ccccc2C(=O)N1Cc1c(Cl)cccc1[N+](=O)[O-]
  96 | 109 | 79 | 100 | 108 | 104 | 109 | 104 | 123
(38) N#Cc1c(-c2cccnc2)cc(-c2c[nH]c3ccccc23)[nH]c1=O
  90 | 104 | 95 | 110 | · | 103 | 103 | 92 | 117
(39) CCOc1ccc(/C=C/c2nc(=O)c3ccccc3o2)cc1
  69 | 92 | 90 | 94 | 95 | 96 | 91 | 87 | 103
(40) O=C1NCC(=O)N(Cc2ccco2)[C@H]1Cc1ccccc1
  96 | 103 | 94 | 103 | 107 | 98 | 109 | 94 | ·

Record cards, from the list above. Screens in order: HCT-116	KM12	SNB-75	HT29	SW-620	HCT-15	HCC-2998	SNB-19	COLO 205
`CC(=O)[C@@H]1CC[C@]2(C(=O)O)CC[C@]3(C)[C@H](CC[C@@H]4[C@@]5(C)Cc6c([nH]c7ccccc67)C(C)(C)[C@@H]5CC[C@]43C)[C@@H]12` across the screens: 44	42	95	69	54	44	81	70	80
`CNC(=O)NCC1OC(n2cnc3c(NC(=O)Nc4ccccc4)ncnc32)C(O[Si](C)(C)C(C)(C)C)C1CC(=O)N(C)OC` (centres undefined) across the screens: 17	17	-7.3*	-26*	24	12	-13*	37	-100*
`S=c1nc[nH]c2nc[nH]c12` across the screens: 19	35	56	42	35	39	23	96	35
`CCOc1ccc(/C=C/c2nc(=O)c3ccccc3o2)cc1` across the screens: 69	92	90	94	95	96	91	87	103
`COc1cccc(-c2nc(SCC(=O)Nc3ccc(C(=O)/C=C/c4ccc(OC)c(OC)c4)cc3)[nH]c(=O)c2C#N)c1` across the screens: 78	81	72	102	112	84	·	76	103

The listing continues:
Each structure is followed by: HCT-116 | KM12 | SNB-75 | HT29 | SW-620 | HCT-15 | HCC-2998 | SNB-19 | COLO 205
(41) Clc1ccc(C=C2c3ccccc3-c3ccccc32)cc1
  96 | 96 | 105 | 96 | 97 | 103 | 110 | 112 | 113
(42) OCC1OC(n2cnc3c(N/N=C\c4ccccn4)ncnc32)C(O)C1O (centres undefined)
  12 | 27 | 40 | 34 | 24 | 26 | 11 | 35 | 23
(43) CC1(C)N=C(N)N=C(N)N1c1ccc(Cl)c(Cl)c1
  25 | 39 | 71 | 36 | 43 | 31 | 21 | 40 | ·
(44) Cc1cc2nc(-c3ccccn3)n3c(=O)cc(C)n3c2cc1C
  115 | 114 | 92 | · | 111 | 94 | 108 | 99 | 117
(45) COc1cc2cc(Oc3ccc(NC(=O)c4cccc(C(F)(F)F)c4)cc3)c(C)nc2cc1OC
  18 | 26 | 68 | 31 | 55 | 38 | 62 | 59 | 27
(46) CC1(C)NC(=O)CC[C@]2(C)[C@H]3CC=C4[C@@H]5C[C@](C)(CO)CC[C@]5(C)CC[C@@]4(C)[C@]3(C)CC[C@@H]12
  102 | 103 | 103 | 106 | 103 | 105 | 107 | 97 | 111
(47) COc1ccccc1[C@H]1C(C(=O)c2ccc(O)cc2)C2(N[C@@H]1c1ccccc1)C(=O)Nc1ccccc12 (some centres undefined)
  85 | 88 | 82 | 84 | 100 | 78 | 87 | 86 | 106
(48) O=C1CC(c2ccsc2)c2snc(-c3ccc(Cl)cc3)c2N1 (centres undefined)
  22 | 28 | -7.0* | 3.6* | 33 | 22 | 58 | 64 | -43*
(49) COc1ccc(C2c3ccc4ccccc4c3Oc3nc(C)[nH]c(=O)c32)cc1 (centres undefined)
  107 | 99 | 77 | 142 | 97 | 100 | 103 | 95 | 110
(50) CCCCCCCC/C=C\CCCCCCCCCCCCOc1cccc(CCOP(=O)(O)OCC[N+](C)(C)C)c1
  101 | 102 | 102 | 104 | 104 | 106 | 116 | 97 | 109
(51) O=C(Nc1ccc(Cl)cc1)Nc1nc2ccc(OC(F)(F)F)cc2o1
  85 | 68 | 97 | 85 | 98 | 77 | 140 | 93 | 118
(52) O=[N+]([O-])c1cccc(N=Nc2ccc(O)cc2O)c1
  14 | 91 | 70 | 86 | 56 | 48 | · | 78 | 92
(53) CCOC(=O)C/C(=N\Nc1cc(=O)[nH]c2ccc(Br)cc12)C(=O)OCC
  100 | 96 | 88 | 107 | 90 | 99 | 97 | 99 | 107
(54) COc1cc(/C=C/C(=O)c2cc(OC)c(OC)c(OC)c2)ccc1Oc1nc(Nc2ccc(F)cc2)nc(N(C)C)n1
  -78* | -41* | -65* | -51* | 1.1* | -40* | -81* | -47* | 7.6*
(55) CC1CN(Cc2ccccc2)C(=S)N(c2ccccc2)C1=O (centres undefined)
  112 | 108 | 89 | 116 | 108 | 108 | 81 | 110 | 127
(56) N#Cc1nn(-c2ccc(Cl)cc2)nc1N1CCOCC1
  97 | 104 | 105 | 96 | 102 | 100 | 102 | 94 | 112
(57) CCCCC(=O)O[C@H]1CC[C@H]2[C@@H]3CCc4cc(O)ccc4[C@H]3CC[C@]12C
  88 | 100 | 71 | 91 | 95 | 94 | 96 | 91 | 107
(58) CC(C)CCN(CCCNc1c2c(nc3ccccc13)CCCC2)CCC(C)C
  64 | 105 | 77 | 46 | 80 | 73 | 70 | 87 | 62
(59) O=C(c1ccccc1)c1ccc2nc(-c3cccc(Cl)c3)[nH]c2c1
  103 | 108 | 99 | 110 | 108 | 108 | 110 | 103 | 116
(60) CCOC(=O)c1ccc(N2C(=O)CC(n3c(O)c(C=Nc4cccnc4)sc3=S)C2=O)cc1 (centres undefined)
  104 | 109 | 97 | 105 | 104 | 108 | 100 | 101 | ·

The list goes on; it opens with the two that closed the last part.
Each structure is followed by: HCT-116 | KM12 | SNB-75 | HT29 | SW-620 | HCT-15 | HCC-2998 | SNB-19 | COLO 205
(59) O=C(c1ccccc1)c1ccc2nc(-c3cccc(Cl)c3)[nH]c2c1
  103 | 108 | 99 | 110 | 108 | 108 | 110 | 103 | 116
(60) CCOC(=O)c1ccc(N2C(=O)CC(n3c(O)c(C=Nc4cccnc4)sc3=S)C2=O)cc1 (centres undefined)
  104 | 109 | 97 | 105 | 104 | 108 | 100 | 101 | ·
(61) COc1ccc(C2C3=C(CC(C)(C)CC3=O)N(CCc3ccc(S(N)(=O)=O)cc3)C3=C2C(=O)CC(C)(C)C3)cc1
  107 | 99 | 100 | 105 | 102 | 96 | 109 | 98 | 105
(62) FC(F)(F)c1cccc(COCCN2CCN(Cc3cccc(C(F)(F)F)c3)CC2)c1
  92 | 104 | 98 | 83 | 98 | 97 | 94 | 93 | 91
(63) O=S(=O)(Cl)c1cc(Cl)ccc1Cl
  116 | 100 | 93 | 108 | 109 | 110 | 109 | 115 | 108
(64) CCCCCOC(=O)c1ccc(NC(=O)CNC(C)(C)C)cc1
  75 | 101 | 107 | 69 | 108 | 92 | 99 | 100 | ·
(65) COc1ccc2nc(-c3ccc(Cl)cc3)cc(C(=O)N3N=C(c4ccc(N)cc4)CC3c3ccc(Cl)cc3)c2c1 (centres undefined)
  63 | 64 | 64 | 72 | 73 | 55 | 89 | 84 | 87
(66) CCCCc1ccc(N/C(N)=N/c2nc(C)cc(=O)[nH]2)cc1
  100 | 103 | 92 | 112 | 95 | 111 | 101 | 90 | 104
(67) Cc1ccc(-c2nc3c(c(-c4ccccc4)nn3-c3ccccc3)c(-c3ccc4c(c3)OCO4)c2C#N)cc1
  88 | 92 | 66 | 117 | 102 | 67 | 101 | 92 | 116
(68) Nc1nccc(-c2c(-c3ccc(F)cc3)ncn2C2CCCCC2)n1
  75 | 91 | 51 | 58 | 111 | 76 | 110 | 88 | 73

Rows were taken by chance; about 10% have a hit in one of these screens.
